# High-throughput results deposited in PubChem by National Center for Advancing Translational Sciences (NCATS).
# KDM5B inhibitor: blocks human KDM5B histone demethylase activity | AID 1347165 | 2.6% of 220,000 active | KDM5B demethylase, FDH-coupled NADH fluorescence (FDH is formaldehyde dehydrogenase) | Q9UGL1 | Potency, µM (top dose mostly 57.7 µM), inactives show at the highest dose activity change, negative = inhibition, hits mostly inhibitors; active = well fitted inhibition curve with a large enough effect; inconclusive = small, poorly fitted or top-dose-only effect; inactive = no such curve, though single readings can be large or run the other way; also: 0% is about no effect; nearly all actives have a fitted effect of over 70% in size
# Target sequence (Q9UGL1 whole entry, looked up): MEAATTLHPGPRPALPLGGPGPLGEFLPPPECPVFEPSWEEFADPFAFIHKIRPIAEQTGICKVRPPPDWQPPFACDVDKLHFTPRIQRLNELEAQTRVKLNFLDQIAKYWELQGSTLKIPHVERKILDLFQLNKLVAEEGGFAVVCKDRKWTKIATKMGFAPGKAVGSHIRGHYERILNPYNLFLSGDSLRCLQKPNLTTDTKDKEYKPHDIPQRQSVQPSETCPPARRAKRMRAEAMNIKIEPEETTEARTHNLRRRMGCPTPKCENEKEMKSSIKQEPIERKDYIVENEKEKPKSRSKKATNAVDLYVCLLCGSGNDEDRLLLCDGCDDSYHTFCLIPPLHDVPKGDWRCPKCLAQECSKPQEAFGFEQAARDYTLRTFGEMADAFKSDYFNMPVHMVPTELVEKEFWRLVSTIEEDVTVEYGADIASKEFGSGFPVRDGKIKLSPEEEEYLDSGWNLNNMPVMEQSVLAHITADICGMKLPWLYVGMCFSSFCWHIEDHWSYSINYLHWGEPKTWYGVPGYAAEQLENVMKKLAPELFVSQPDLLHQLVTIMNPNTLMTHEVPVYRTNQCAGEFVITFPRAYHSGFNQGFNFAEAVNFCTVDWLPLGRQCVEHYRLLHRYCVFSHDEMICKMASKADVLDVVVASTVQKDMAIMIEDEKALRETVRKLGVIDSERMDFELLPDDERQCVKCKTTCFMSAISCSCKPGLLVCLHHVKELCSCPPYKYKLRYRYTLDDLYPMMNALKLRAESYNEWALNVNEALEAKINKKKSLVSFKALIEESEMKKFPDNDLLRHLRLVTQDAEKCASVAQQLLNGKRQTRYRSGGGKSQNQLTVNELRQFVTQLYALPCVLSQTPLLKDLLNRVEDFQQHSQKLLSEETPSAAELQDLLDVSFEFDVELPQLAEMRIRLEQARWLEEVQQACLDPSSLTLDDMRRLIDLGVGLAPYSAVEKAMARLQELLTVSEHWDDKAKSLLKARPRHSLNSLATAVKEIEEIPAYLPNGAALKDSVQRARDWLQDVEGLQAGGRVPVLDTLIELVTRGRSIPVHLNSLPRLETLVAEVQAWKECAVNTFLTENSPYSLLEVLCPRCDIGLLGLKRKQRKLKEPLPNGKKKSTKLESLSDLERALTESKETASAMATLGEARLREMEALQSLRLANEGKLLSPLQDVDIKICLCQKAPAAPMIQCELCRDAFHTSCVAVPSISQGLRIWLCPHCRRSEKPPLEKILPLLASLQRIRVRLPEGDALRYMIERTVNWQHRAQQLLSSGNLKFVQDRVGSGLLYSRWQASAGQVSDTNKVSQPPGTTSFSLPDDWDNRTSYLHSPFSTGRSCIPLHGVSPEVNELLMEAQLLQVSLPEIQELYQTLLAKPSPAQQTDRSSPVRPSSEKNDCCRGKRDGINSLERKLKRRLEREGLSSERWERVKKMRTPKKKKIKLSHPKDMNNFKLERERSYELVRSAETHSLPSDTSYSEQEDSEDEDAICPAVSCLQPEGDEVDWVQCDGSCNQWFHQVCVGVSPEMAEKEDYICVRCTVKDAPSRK
#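 qHTS format, multiple compound concentrations. Buffer 50 mM HEPES pH 7.5/0.01% Tween-20; 200 nM KDM5BΔAP final; 10 min compound preincubation; substrate-mix levels 12.5 µM peptide, 25 µM α-KG, 0.25 mM NAD⁺; 30 min RT; ΔRFU.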
# * marks the source's active call; other numbers are inactive results; i = inactive; u = inconclusive; [ ] = another dose, or the depositor's remark. Potency is read from the fitted curve at half-maximal effect.
Structure | KDM5B inhibitor
Fc1ccccc1-n1ncc2c1ncn1nc(COc3ccc(Cl)cc3)nc21 | 5%
CCOC(=O)c1c(S(=O)(=O)N2CCC(C(=O)Nc3ccc(C)cn3)CC2)c(C)n(C)c1C | 4%
C/C(=N\NC(=O)Cn1nc(C)c([N+](=O)[O-])c1C)c1ccc(Cl)s1 | 14%
O=C(CCC[C@@H]1[C@H]2CCCN3CCC[C@@H](CN1C(=O)c1ccccc1)[C@@H]23)NCc1ccccc1 | -18%
Cc1ccc([S+](=O)([O-])N2CCn3c(nn(-c4ccc(F)cc4)c3=O)C2)cc1 | 14%
O=c1cc(-c2cc3ccccc3o2)c2cc3c(cc2o1)CCCC3 | -3%
COc1cccc(C2C3=C(CC(C)(C)CC3=O)Nc3cc4c(cc32)OCO4)c1OC (stereo not given) | u
CCCc1nnc(C[C@@H]2C[C@@H](C(C)C)[C@H](CN3CCC[C@H]3CO)C=C2C)o1 | u
COC(=O)c1cc2occc2n1CC(=O)Nc1cccc(SC)c1 | -24%
CCCC1(CO)CCCN(Cc2cnc(-c3ccccn3)nc2)C1 (stereo not given) | u
Cc1cccc(N2CC(C(=O)Nc3ccc(S(=O)(=O)N4CCCCC4)cc3)CC2=O)c1C (stereo not given) | -17%
Cn1nnnc1C1CCCN(C(=O)CCCc2ccccc2)C1 (stereo not given) | u
CN(C(=O)CSc1nc(-c2ccccc2)no1)c1ccc(F)cc1 | -25%
O=C(Nc1cccc2ncccc12)C1CCCN(S(=O)(=O)c2ccc(Br)cc2)C1 (stereo not given) | 6%
COc1ccc(N(CC(=O)NCCc2ccc(Cl)cc2)S(=O)(=O)c2c(C)nn(C)c2C)cc1 | -2%

# Given with the structure last: part of the list above.
KDM5B inhibitor | mol
-24% | COC(=O)c1cc2occc2n1CC(=O)Nc1cccc(SC)c1
u | CCCC1(CO)CCCN(Cc2cnc(-c3ccccn3)nc2)C1 (stereo not given)
-17% | Cc1cccc(N2CC(C(=O)Nc3ccc(S(=O)(=O)N4CCCCC4)cc3)CC2=O)c1C (stereo not given)
u | Cn1nnnc1C1CCCN(C(=O)CCCc2ccccc2)C1 (stereo not given)

# Additional records
Structure | KDM5B inhibitor
Cc1cnc(C2CC2)n1C1CCCN(Cc2ccccc2)C1 (stereo not given) | -26%
CN1CCCC1c1nc(C2CN(S(=O)(=O)Cc3cccc(F)c3)C2)no1 (stereo not given) | -22%
CCNC(=O)N[C@@H]1C=C[C@@H](c2c(C)nn(-c3ccc(C(C)(C)C)cc3)c2C)C1 | 0%[86.2 µM]
Cc1ccc(C2NC(=O)N(CC(=O)Nc3ccc(Br)c(C)c3)C3=C2C(=O)OC3)cc1 (stereo not given) | -2%
COCc1nc(C2CC(N)C2)cc(N2CC(c3nccs3)C2)n1 (stereo not given) | -5%
CNC(=O)C1CCN(c2nc3ccccc3nc2C(F)(F)F)CC1 | -3%
CCCc1cc(=O)[nH]c(-n2nc(C)cc2NC(=O)c2ccc(S(=O)(=O)N(CC)CC)cc2)n1 | -8%
COc1ccc(CN2CCC[C@H]2c2nc(-c3cncnc3N)no2)cc1 | -7%[86.2 µM]
Cc1nc2ccc(Cl)cc2cc1C(=O)NCc1ccc(C(N)=O)cc1 | 22%
CC(C#N)OC(=O)c1cc(C(C)C)nc2ccccc12 (stereo not given) | 10%
NC(Cc1ccccc1)C(=O)N1CCCCC1 (stereo not given) | 9%
Cc1ccccc1-c1cnc2[nH]cc(CC(=O)NCc3cccnc3)c2c1 | u
COc1ccc(CCN[C@H]2CS(=O)(=O)C[C@@H]2S(=O)(=O)c2ccc(C)cc2)cc1OC | -8%
CCOc1ccccc1NC(=O)CN1C(=O)COc2ccc(S(=O)(=O)N3CCOCC3)cc21 | -1%
O=C(CCCc1ccccc1)Nc1cccc(-c2nnc3n2CCCC3)c1 | 9%

# (more compounds)
Structure | KDM5B inhibitor
N#Cc1c(N)n[nH]c1CCCNC(=O)c1cn(Cc2ccccc2)nc1-c1ccccc1 | 10%
COc1ccc(-c2cc(C(=O)N3CCN(c4ccccc4OC)CC3)no2)cc1 | -9%
O=C(COC(=O)CSc1ccccc1)NNC(=O)c1ccc([N+](=O)[O-])cc1 | 16%
COCCOC1CCOC2(CCN(C(=O)c3ccsc3)CC2)C1 (stereo not given) | 11%
CCCCNC(=O)Cc1csc2nc(C)c(-c3cc(C)n(-c4cc(F)ccc4C)n3)c(=O)n12 | u
N#Cc1cccc(CN2CCc3nc(C(=O)NCC4CC4)oc3CC2)c1 | u
COc1cc(OC)cc(-c2nc3nc(C)c(CCC(=O)Nc4cc(F)ccc4F)c(C)n3n2)c1 | -21%
O=C(c1ccc(F)c(F)c1)N1CCCC(n2cc(-c3nc(C4CC4)no3)nn2)C1 (stereo not given) | 32%[activator]
COc1ccc(NC(=O)Cn2c(SCc3cccc(C)c3)nc3ccncc32)c(OC)c1OC | 8%
CCCCN(CC)Cc1c(C)[nH]c2c(C)cc(C)cc2c1=O | -13%
CN(CC(=O)Nc1cc2[nH]c(=O)[nH]c2cc1Br)Cc1ccccc1N1CCCCC1 | 7%
O=C(O)CCNS(=O)(=O)c1ccc(F)cc1 | 22%
CCN(CC)CC(C)NC (stereo not given) | u
COc1cc(-c2nc3c(c(=O)[nH]c(=O)n3Cc3ccccc3)n2CC(C)C)ccc1O | -24%
COCCn1cnnc1SCc1cccc(F)c1 | 22%

# New compounds follow
Structure | KDM5B inhibitor
CNS(=O)(=O)c1cccc(C(=O)OCC(=O)N2CCCC2)c1 | 24%
Cn1c(=O)c2c(ncn2CC(=O)Nc2ccccc2C(=O)NC2CCCCC2)n(C)c1=O | 11%
CC(C)c1ccc(/C=C(/C#N)c2nc3ccccc3o2)cc1 | 8%
COc1ccc(C2CCCN2Cc2cc(=O)oc3cc(C)c(C)cc23)cc1 (stereo not given) | -16%
O=C(Cn1cccc1-c1nc(-c2ccc(F)cc2)no1)Nc1ccccc1 | 9%
Cc1ccc2c(C)c(CCC(=O)Nc3cccc(Cl)c3)c(=O)oc2c1 | 9%
CC(C)Cn1c(S(=O)(=O)O)nc2ccccc21 | 28%
CC1(c2noc(-c3cccnc3)n2)CCN(C(=O)CCC(=O)N2CC(=O)Nc3ccccc32)CC1 | 17%
Cc1ccccc1C(=O)N1CCN(C(c2ccccc2)c2ccccc2)CC1 | -28%
O=C(NCCS(=O)(=O)N1CCN(c2ccccc2F)CC1)c1ccccc1Br | 6%
COc1ccc(S(=O)(=O)N2CC[C@H]3NC(=O)N(c4ccc(C(C)C)cc4)C(=O)[C@H]32)cc1 | -19%[86.2 µM]
Cc1cnc(C)c(-c2cc(O)c3c(c2)CN(CCCn2cnnn2)CCO3)n1 | -5%
NC(=O)C1CCN(C(=O)C(=O)c2cn(CC(=O)N3CCCCCC3)c3ccccc23)CC1 | -8%
O=C(NC1CCN(c2cn[nH]c(=O)c2)CC1)C1CCCCC1 | 17%
CN1CC2(CCCN(Cc3cc(F)ccc3-n3cccn3)C2)OC1=O (stereo not given) | 2%

# (cont.)
Structure | KDM5B inhibitor
Cc1ccc(CSCCC(=O)N2CCN(c3cc(C)ccc3C)CC2)cc1 | -34%
COc1cccc(C(=O)NCC2Cn3cccc3C(=O)N2C)c1 (stereo not given) | 18%
COC(C)(C)C(=O)N1CCN(c2nc(-c3ccccc3)nc3c2CCC3)CC1 | 12%
COCCCNC(=O)CCc1ccc2c(c1)CN(S(C)(=O)=O)CCO2 | -19%
CCc1ccc(NC(=O)C2CCN(c3cc(C(F)(F)F)ncn3)CC2)cc1 | u
Cc1ccc(C)c(S(=O)(=O)n2nc(C)c(S(=O)(=O)N3CCC(C)CC3)c2C)c1 | u
O=C(c1ccc2nccn2c1)N1CCCCC1 | -27%[86.2 µM]
O=C(CCC1CCCCC1)NC1CCN(c2cn[nH]c(=O)c2)CC1 | 16%
CNC(=O)[C@@H]1C[C@@H](n2cc(CN(C)C(=O)Nc3ccc(F)cc3)nn2)CN1 | 0%
COc1cc(SC)ccc1C(=O)N[C@H]1CCN2C(=O)N(c3ccc(Cl)cc3)C(=O)[C@@H]2C1 | -19%
Cc1ccccc1CNC(=O)c1ccc(CN2CC(=O)N3CCCCC3C2=O)cc1 (stereo not given) | -7%
O=C(CN1CCCC1=O)N1CCC(N2CC(OCC3CC3)C23CCCCC3)CC1 (stereo not given) | 10%
N#CCSc1nnc(-c2ccccc2)n1-c1ccc(Cl)cc1 | -5%
O=C(Nc1ccccc1C(=O)OCC(=O)N1CCC(Cc2ccccc2)CC1)c1ccco1 | -26%
Cn1c(CNC(=O)CSc2n[nH]c(-c3ccccc3)n2)nc2ccccc21 | -14%

# (listing goes on)
Structure | KDM5B inhibitor
CC(=O)N1c2ccccc2C(=O)C1N1CCN(c2cccc(Cl)c2)CC1 (stereo not given) | u
COCCCN1C(=O)c2[nH]nc(-c3ccccc3O)c2C1c1ccc(OC)cc1 (stereo not given) | 2%
O=C(c1ccc(-n2cccc2)cc1)N1CCN(S(=O)(=O)c2cc(F)ccc2F)CC1 | 5%
CC(C)(CNC(=O)CCNC(=O)C1CCCC1)c1ccc(Br)cc1 | 15%
O=C(C[C@@H]1CCNC[C@@H]1Cc1cc(CC2CCCCC2)on1)NCc1cccnc1 | -3%[86.2 µM]
COc1ccccc1/C=N/OCc1cc(C(C)=O)ccc1OC | -15%
O=C(NCc1cccc(Cl)c1)c1ccc(N2CC3CC(C2)[C@H]2CCCC(=O)N2C3)nc1 (stereo not given in full) | -15%
CC(NC(=O)c1cccc(NC(=O)c2nsc3ccccc23)c1)c1ccccc1 (stereo not given) | u
N#CCCC(C#N)Cn1nc(-c2ccccc2)c2ccccc2c1=O (stereo not given) | 4%
CCC(C)NC(=O)C(NC(=O)c1ccccc1C)C1CCN(C(=O)c2ccc(Cl)cc2)CC1 (stereo not given) | 10%
CC(=O)Nc1ccc(CN2CC(Oc3ccc(F)c(C)c3)C2)cc1 | 15%[86.2 µM]
COc1ccc(CCC(=O)N2CCC([C@@H]3CNC[C@H]3CO)CC2)cc1 | -15%
COc1ccc(Cl)cc1S(=O)(=O)Nc1noc2ccccc12 | -2%
O=C(c1ccc(-c2ccccc2)cc1)C(O)c1ccc(-c2ccccc2)cc1 (stereo not given) | 12%
CCCNC(=O)NC(=O)CN(Cc1cccs1)C1CC1 | 1%

# More records
Structure | KDM5B inhibitor
COC(=O)c1ccc(NC(=O)Cc2coc3cc(C)ccc23)cc1 | 27%
O=C(CCC(=O)c1ccc2c(c1)OCCCO2)NC1CCCCCC1 | 3%
Cc1ccc2c(=O)c(C(=O)c3ccccc3)cn(CC(=O)Nc3ccc(C)c(Cl)c3)c2n1 | -24%
Cc1cc(C(=O)N2C[C@@H](Oc3ccccc3)C[C@@H]2C(=O)N2CCOCC2)nn1C | -11%
Cc1nccn1-c1ccc(CNC(=O)C(c2ccccc2F)N(C)C)cc1 (stereo not given) | -17%
CCn1ccnc1C1CCN(C(=O)c2cccc(N3CCNC3=O)c2)CC1 | 3%
COc1ccc(-c2cc3c(nc2OC)nc(CC2CC2)n3C)cc1 | 35µM*
COc1ccccc1CN1CC(C(=O)NCCn2nc(C)cc2C)CCC1=O (stereo not given) | 4%
COc1ccc2[nH]c(C[C@@H]3C[C@@H](C(C)C)[C@H](CNC(=O)C4CCC4)C=C3C)nc2n1 | u
c1ccc2cc(-c3ccn[nH]3)ccc2c1 | -11%
CCN1c2cc(C(=O)Nc3ccc(C(F)(F)F)cc3)ccc2C(=O)N2CCCCC21 (stereo not given) | i
Cc1ccc(-c2nc(C#N)c(NCC(C)C)o2)cc1 | u
Cc1ccc(C(=O)Nc2cccc3c2CCCC3)cc1C | u
COc1cc(OC)c(C2C3=C(CC(C)(C)CC3=O)Nc3ccccc3N2C(C)=O)cc1OC (stereo not given) | -15%
Cc1cc(OCCN(C)C)c(C)c2c1CC[C@@H]([C@H](C)C(=O)NCc1ccccc1)C2 | -21%[86.2 µM]

# Quoted at random: 6 records from the list
Structure | KDM5B inhibitor
Cc1ccc(C(=O)Nc2cccc3c2CCCC3)cc1C | u
Cc1cc(C(=O)N2C[C@@H](Oc3ccccc3)C[C@@H]2C(=O)N2CCOCC2)nn1C | -11%
Cc1ccc(-c2nc(C#N)c(NCC(C)C)o2)cc1 | u
Cc1nccn1-c1ccc(CNC(=O)C(c2ccccc2F)N(C)C)cc1 (stereo not given) | -17%
O=C(CCC(=O)c1ccc2c(c1)OCCCO2)NC1CCCCCC1 | 3%
COc1ccccc1CN1CC(C(=O)NCCn2nc(C)cc2C)CCC1=O (stereo not given) | 4%

# (further entries)
Structure | KDM5B inhibitor
Cn1c(SCc2ccc(F)cc2)nc2ccc(C(=O)NCc3ccc(Cl)cc3)cc21 | -20%
COc1cc(NC(=O)c2cn(C3CCCC3)c(=O)c3c2c2ccccc2n3C)cc(OC)c1OC | 21%
Cc1nn(CC(=O)N2CCc3ccccc32)c(C)c1S(=O)(=O)N1CCCC(C(=O)NC2CC2)C1 (stereo not given) | 13%
Cn1nccc1CN1CCC2(CC1)NC(=O)c1ccccc1O2 | -13%[86.2 µM]
CCC(C)(C)NC(=O)c1cccc2c1CCN2C(=O)Nc1ccc(C)cc1 | -20%
O=S(=O)(c1ccc(F)cc1)N1CCCC(Cc2noc(C3CC3)n2)C1 (stereo not given) | 1%
Cc1cc2oc(C(=O)Nc3ccccc3C(F)(F)F)cc(=O)c2cc1C | 4%
CN1CCN(C(=O)C2CCCN(c3nc4ncccc4o3)C2)CC1 (stereo not given) | u
O=C(NCCS(=O)(=O)N1CCN(c2ccccc2)CC1)C1CC(=O)N(c2ccc(F)cc2)C1 (stereo not given) | -20%
O=S(=O)(c1ccc(Cl)cc1)c1nnn2c1nc(N1CCCCC1)c1ccccc12 | -19%[115 µM]

# This is a subset (hit frequency here may not be typical).
